Screening results from PubChem BioAssay.
STEP inh = STEP phosphatase inhibitors, primary screen, biochemical, fluorescence intensity, uHTS. inhibition, % at 20 µM. 0.25% of 360,000 active. recombinant STEP, OMFP fluorogenic substrate. Tyrosine-protein phosphatase non-receptor type 5 (Homo sapiens), P54829;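 active = inhibition at 20 µM, scaled per plate between control wells, above about 37%, limit read from the data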;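 also: 0% = DMSO with enzyme and substrate and 100% = substrate only without enzyme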
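material = STEP tyrosine phosphatase | reagent = fluorogenic phosphatase substrate OMFP at 25 µM final | doses = single compound dose of 20 µM, 1% DMSO final | schedule = 20 min reaction, room temperature, in the dark | measured by = fluorescence, 480/540 nm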
LMPTP block = LMPTP phosphatase inhibitors, primary screen, biochemical, fluorescence intensity, uHTS; 0.22% of 360,000 active; recombinant LMPTP-A, OMFP fluorogenic substrate; inhibition, % at 20 µM;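 active = compounds that cut the enzyme signal by at least half of the control window in the single-dose screen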;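 also: plate controls were DMSO wells with enzyme plus substrate for no effect and substrate without enzyme for full effect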
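Assay system: LMPTP-A enzyme. Input: 0.625 nM LMPTP-A final. Probe or stimulus: 400 µM OMFP. Compound dosing: single 20 µM dose. Schedule: 50 min dark incubation at room temperature. Detection: fluorescence intensity of OMFP turnover product. Read-out: percent inhibition versus substrate-only and uninhibited controls. Benchmarks: no-enzyme low control, uninhibited high control.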
PABP1 MLLE inh = inhibitors of PABP1 MLLE–PAM2 peptide binding, primary screen, biochemical, fluorescence polarization, FITC-PAM2, GST-MLLE; Polyadenylate-binding protein 1 (Homo sapiens), P11940; inhibition, % at 20 µM; 0.36% of 360,000 active; AID 588489, 2011; in the data active = inhibition above about 35%, passing the limit was not always enough;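 also: plate controls were DMSO wells with GST-MLLE for no effect and wells lacking GST-MLLE protein for full effect; some results filed as inactive read as strong as hits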
Target sequence (P11940 whole entry, looked up): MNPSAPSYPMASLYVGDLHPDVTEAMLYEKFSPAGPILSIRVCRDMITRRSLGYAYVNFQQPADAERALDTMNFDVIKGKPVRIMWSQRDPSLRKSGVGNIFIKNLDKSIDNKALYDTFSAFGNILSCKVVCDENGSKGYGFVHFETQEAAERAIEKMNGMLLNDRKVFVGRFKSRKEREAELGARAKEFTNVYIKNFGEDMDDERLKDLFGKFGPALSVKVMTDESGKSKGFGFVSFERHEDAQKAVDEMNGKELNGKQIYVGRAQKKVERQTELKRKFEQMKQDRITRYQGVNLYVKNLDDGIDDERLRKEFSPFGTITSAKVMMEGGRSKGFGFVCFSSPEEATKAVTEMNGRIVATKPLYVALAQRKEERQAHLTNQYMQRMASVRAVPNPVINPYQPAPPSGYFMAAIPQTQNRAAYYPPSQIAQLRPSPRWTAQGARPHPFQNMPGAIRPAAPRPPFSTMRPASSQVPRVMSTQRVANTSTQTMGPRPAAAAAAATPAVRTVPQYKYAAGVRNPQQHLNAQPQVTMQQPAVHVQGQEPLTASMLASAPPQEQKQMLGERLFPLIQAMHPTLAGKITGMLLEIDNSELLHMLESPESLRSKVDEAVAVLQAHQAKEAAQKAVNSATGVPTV
Scp-1 inhibitor = Scp-1 phosphatase inhibitors, primary screen, biochemical, colorimetric, uHTS | Carboxy-terminal domain RNA polymerase II polypeptide A small phosphatase 1 (Homo … | Recombinant Scp1, phosphopeptide, malachite green phosphate absorbance | inhibition, % at 20 µM | 0.88% of 340,000 active;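 active = inhibition above about 50% at 20 µM, limit read from the data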;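 also: plate controls were DMSO wells with enzyme for no effect and wells lacking enzyme for full effect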
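Test system: SCP-1 phosphatase catalytic domain, residues 76-261; measured by: colorimetric phosphate reagent with accelerator and stabiliser, absorbance at 630 nm; timing: enzyme reaction 45 min at room temperature, colour 5 min, stabilisation 30 min; also added: Phosphorylated 17-residue peptide substrate; compound dosing: one concentration, 20 µM, with 1.0% DMSO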
NadD block = inhibitors of S. aureus NadD, primary screen, biochemical, colorimetric, uHTS | Nicotinate-nucleotide adenylyltransferase NadD (Staphylococcus aureus N315) | purified NadD enzyme, colorimetric absorbance read-out | inhibition, % at 20 µM | 0.78% of 360,000 active; in the data active = inhibition above about 26%; also: some compounds past the cut are filed as inactive
SUMO1-SIM PPI = modulators of SUMO1 protein-protein interactions, primary screen, biochemical, uHTS. Small ubiquitin-related modifier 1 (Homo sapiens), P63165. SUMO1 binding to a labelled peptide, TR-FRET, 1 h. inhibition, % at 20 µM. 0.33% of 360,000 active. AID 602429, 2012; in the data active = inhibition above about 37%
CSN inh = inhibitors of CSN-mediated cullin deneddylation, primary screen, biochemical, fluorescence polarization, uHTS. COP9 signalosome complex subunit 5 (Homo sapiens), Q92905. Purified CSN, SCF-Nedd8-OG deneddylation. inhibition, % at 12.5 µM. 0.38% of 360,000 active. AID 651999, 2013;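 active = pattern-corrected inhibition above about 35%, with an unprinted fluorescence ratio check between 0.5 and 1.5, limit read from the data, passing the limit was not always enough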;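 also: 0% = enzyme with substrate and 100% = substrate without enzyme; some results filed as inactive read as strong as hits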
Target sequence (Q92905 whole entry, looked up, one chain of several): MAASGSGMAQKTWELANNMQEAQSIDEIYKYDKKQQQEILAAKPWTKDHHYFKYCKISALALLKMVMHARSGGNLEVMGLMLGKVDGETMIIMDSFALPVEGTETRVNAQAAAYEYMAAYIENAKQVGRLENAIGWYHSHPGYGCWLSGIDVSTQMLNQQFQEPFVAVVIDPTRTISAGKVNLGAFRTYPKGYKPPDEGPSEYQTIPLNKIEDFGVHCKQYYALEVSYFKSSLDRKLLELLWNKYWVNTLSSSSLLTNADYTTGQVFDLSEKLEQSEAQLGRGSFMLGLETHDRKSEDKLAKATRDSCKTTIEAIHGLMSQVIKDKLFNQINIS
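Material: purified human Csn5 enzyme expressed in HEK293T cells / Medium: Tris buffer pH 7.5, NaCl, DTT, Tween-20, trehalose, ovalbumin / Compound dosing: 12.5 µM single point / Schedule: 90 min incubation of compound, enzyme and substrate at room temperature / Signal: fluorescence polarization of the substrate / Control set: no-enzyme wells high, enzyme-with-substrate wells low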
DNMT1 block = human DNMT1 methyltransferase inhibitors, primary screen, biochemical, molecular beacon, fluorescence, HinP1I cleavage, uHTS. inhibition (reported as % activation of signal), % at 10 µM. 0.83% of 360,000 active; in the data active = inhibition above about 50%
Rpn11 inh = Rpn11 (PSMD14) deubiquitinase inhibitors, primary screen, biochemical, fluorescence polarization, uHTS. 26S proteasome non-ATPase regulatory subunit 14 (Homo sapiens), O00487. human 26S proteasome, Ub4-pepOG fluorescence polarization; 20S core pre-blocked with epoxomicin. calls only at 20 µM. 0.59% of 360,000 active. AID 588493, 2011;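 active = inhibition at 20 µM, scaled to each plate's controls, above about 33%, limit read from the data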
TbMetRS inhib = T. brucei MetRS inhibitors, primary screen, biochemical, luminescence; AID 624268, 2012; 0.4% of 360,000 active; purified T. brucei MetRS, ATP depletion, Kinase-Glo luminescence; methionyl-tRNA synthetase (Trypanosoma brucei brucei); inhibition, % at 11.9 µM;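 active = inhibition above a per-plate cutoff of the control wells' mean inhibition plus 3 SD, cut at about 5.5% in these data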;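 also: 0% = DMSO wells median and 100% = median of wells with control inhibitor compound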
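Material – parasite MetRS enzyme · Medium – HEPES-MgCl2-KCl buffer plus DTT, spermine, BSA, pyrophosphatase · Reagent – ATP, methionine and E. coli bulk tRNA substrates · Times – 15 min enzyme-compound preincubation, 2 h reaction, 10 min detection, 25 °C · Measured by – luminescence of leftover ATP · Evaluation – percent inhibition relative to median high and low control wells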
An asterisk follows results filed as active; i = inactive; · = not tested or not shown.

1: CCC1CN(C(=O)NCc2ccc(C)cc2)c2cc(C)ccc2O1 (stereo not given)
2: COc1cc(C=NN2CCCCC2)cc(OC)c1OC
3: Cc1ccc(S(=O)(=O)N2[C@H](C(C)C)[C@H]3[C@H]4C(=O)N(c5ccccc5)C(=O)[C@H]4CC(=O)[C@H]3[C@@H]2c2ccccc2)cc1
4: CCN(CC)S(=O)(=O)c1ccc(OC(C)C)c(N)c1
5: Cc1n[nH]c(C)c1S(=O)(=O)N1CCCC(C(=O)NCc2cccs2)C1 (stereo not given)
6: COc1cccc(C(=O)Nc2ccc(NC(=O)c3ccco3)nc2)c1
Assay by compound	1	2	3	4	5	6
STEP inh	1.0	1.5	9.6	-0.2	-14.5	-1.3
LMPTP block	1.4	-0.3	1.2	0.6	0.5	-1.1
PABP1 MLLE inh	-3.5	8.9	6.3	-7.1	10.8	6.2
Scp-1 inhibitor	-19.0	·	·	-6.0	5.2	3.2
NadD block	-8.6	1.9	4.7	1.0	6.6	-3.7
SUMO1-SIM PPI	-1.8	5.9	5.6	4.6	0.0	2.9
CSN inh	-1.8	-1.8	2.4	6.2	-4.2	0.8
DNMT1 block	4.2	-2.9	-5.3	-0.7	5.4	-0.3
Rpn11 inh	i	i	i	i	i	i
TbMetRS inhib	-0.5	-0.2	-0.9	-0.1	-0.8	-0.3

7: NC1=C(Cl)C(=O)c2ccccc2C1=O
8: Cc1nn(Cc2ccc(Cl)cc2Cl)c(Cl)c1/C=C/C(=O)OCC(=O)NCC(F)(F)F
9: Cc1noc(C)c1CSCC(=O)Nc1nc2ccc(Oc3ccccc3)cc2s1
10: Cc1ccc2c(c1)CN1CN2Cc2cc(C)ccc21
11: CC(=O)Nc1ccc(S(=O)(=O)N(CC(=O)NCC2CCCO2)Cc2ccccc2Cl)cc1 (stereo not given)
12: O=C(NC1CCN(Cc2ccccc2)CC1)c1c(Cl)cccc1Cl
Assay by compound	7	8	9	10	11	12
STEP inh	0.6	4.1	3.6	-3.5	-1.5	-0.9
LMPTP block	1.7	3.1	3.5	-1.5	-0.5	0.4
PABP1 MLLE inh	16.5	-3.7	5.0	6.1	4.4	2.9
Scp-1 inhibitor	-1.8	-8.3	-7.5	1.4	·	-6.8
NadD block	-2.6	-0.2	-3.4	-0.2	1.3	-5.9
SUMO1-SIM PPI	-48.8	0.2	-0.7	-4.3	1.0	-6.3
CSN inh	0.8	4.8	1.0	0.4	1.9	3.6
DNMT1 block	-7.2	2.4	-16.6	1.2	2.6	-0.5
Rpn11 inh	i	i	i	i	i	i
TbMetRS inhib	-0.1	0.3	-1.1	0.0	-0.3	-0.6

13: CCOc1ccc(C2=CSC3=NCCN23)cc1Cl
14: O=C(COC(=O)C1COc2ccccc2O1)c1ccccc1 (stereo not given)
15: COc1ccccc1OCCNC(=O)C1CC(=O)N(c2ccc3c(c2)OCCO3)C1 (stereo not given)
16: CCOc1ccc(CNC(=O)c2ccc(Sc3ccc(Cl)cc3)c(NC(C)=O)c2)cc1OC
17: COC(=O)c1cc(NC(=O)c2nn(C)c(=O)c3ccccc23)cc(C(=O)OC)c1
18: OCCNc1nc(-c2ccccc2)c2cc(Cl)ccc2n1
Assay by compound	13	14	15	16	17	18
STEP inh	-2.5	0.9	-1.2	-1.4	0.6	2.3
LMPTP block	1.2	0.4	-1.0	-0.1	-0.5	0.7
PABP1 MLLE inh	-26.3	-0.7	-0.8	2.1	-3.3	2.0
Scp-1 inhibitor	-7.3	·	-4.0	-12.2	-1.3	-5.2
NadD block	3.4	-4.1	-1.0	-9.2	-10.7	-5.7
SUMO1-SIM PPI	-1.8	-0.7	-0.1	3.4	17.9	-11.6
CSN inh	-1.8	-2.6	4.2	-8.0	-0.2	-4.6
DNMT1 block	2.5	1.1	2.3	-4.9	-27.7	-0.4
Rpn11 inh	i	i	i	i	i	i
TbMetRS inhib	-1.6	0.0	-0.5	-0.2	-0.7	0.1

19: COc1ccc(OCCC(=O)N2CCCCC2)cc1
20: Cc1cc(-n2nc(C)cc2C)n2nc(C)c(-c3ccc(Cl)cc3)c2n1
21: COc1ccc(-c2cc(C(F)(F)F)n3ncc(C(=O)O)c3n2)cc1OC
22: CNC(=O)c1cc2c(s1)-c1ccccc1CC2
23: CN1CCC(OC(c2ccccc2)c2ccccc2)CC1
24: CCOC(=O)c1[nH]c2ccc(OCC)cc2c1NC(=O)CN1CCN(c2ccccn2)CC1
Assay by compound	19	20	21	22	23	24
STEP inh	-3.5	-2.9	0.0	0.3	-0.7	-0.6
LMPTP block	-0.9	-1.4	0.4	0.0	-0.9	3.7
PABP1 MLLE inh	4.3	-4.1	-4.2	-9.5	-5.3	11.2
Scp-1 inhibitor	-1.9	2.2	8.6	-7.0	-9.0	3.0
NadD block	2.3	0.7	-5.5	-2.7	0.3	-0.3
SUMO1-SIM PPI	2.8	3.2	-20.1	-13.5	-0.1	-8.1
CSN inh	2.0	2.1	3.0	-0.2	-2.2	-3.1
DNMT1 block	-0.3	7.4	-0.6	0.2	-1.0	-4.7
Rpn11 inh	i	i	i	i	i	i
TbMetRS inhib	-0.1	-0.7	-0.2	-0.8	-0.6	1.1

25: Cc1noc(C)c1S(=O)(=O)N1CCN(c2ccccc2)CC1
26: O=C(Cn1cnc2ccccc2c1=O)Nc1cccc(S(=O)(=O)N2CCCCC2)c1
27: CCCCCCn1nc(C(=O)OCC(=O)NC2CCS(=O)(=O)C2)c2ccccc2c1=O (stereo not given)
28: Cc1cccc(C)c1Nc1c(-c2ccccc2O)nc2ncccn12
29: O=S(=O)(c1ccccc1)N1N=C(c2ccc(Cl)cc2)CC1c1ccco1 (stereo not given)
30: O=C(O)CCc1nn2c3ccccc3n(Cc3ccccc3F)c2nc1=O
Assay by compound	25	26	27	28	29	30
STEP inh	4.6	0.6	-0.2	0.5	2.7	0.1
LMPTP block	-0.4	3.3	-0.5	1.8	0.5	-0.3
PABP1 MLLE inh	2.9	2.5	10.4	-12.9	19.0	3.9
Scp-1 inhibitor	-1.2	-7.4	-0.8	-2.5	-9.5	-5.3
NadD block	-3.6	1.8	-1.5	-3.3	0.9	0.6
SUMO1-SIM PPI	0.5	5.3	-5.8	-12.5	-1.3	5.2
CSN inh	-0.9	2.0	-6.0	-0.5	10.0	4.8
DNMT1 block	2.8	3.7	1.2	-2.5	0.4	-0.8
Rpn11 inh	i	i	i	i	i	i
TbMetRS inhib	-1.1	-0.7	-0.6	-1.3	0.1	-0.7

31: CC(Oc1ccc(F)cc1F)C(=O)/C=C/N(C)C (stereo not given)
32: O=C(c1cc2cc([N+](=O)[O-])ccc2oc1=O)N1CCN(c2ncccn2)CC1
33: CC1CCN(S(=O)(=O)c2cccc(C(=O)N(C)C3(C)CCS(=O)(=O)C3)c2)CC1 (stereo not given)
34: Cc1[nH]c2ccccc2c1C(=O)C(=O)N1c2ccccc2CC1C (stereo not given)
35: CCCCN(CCCC)S(=O)(=O)c1ccc(NC(=O)c2cccs2)cc1
36: Cn1c(SCC(=O)c2ccc(F)cc2)nnc1-c1cccnc1
37: CCOc1ccc2nc(NCCNC(=O)C(C)C)c(C)cc2c1
38: CC(=O)N1N=C(c2ccncc2)OC12CCCCCC2
Assay by compound	31	32	33	34	35	36	37	38
STEP inh	-0.9	14.0	-1.0	0.4	0.7	-4.2	-1.3	0.6
LMPTP block	0.2	-1.1	-1.9	1.5	4.7	0.0	-0.5	0.9
PABP1 MLLE inh	6.9	9.5	1.8	13.6	-14.8	1.2	0.0	-16.8
Scp-1 inhibitor	-8.4	9.1	-4.5	-11.8	-8.4	-2.7	-6.1	-5.6
NadD block	7.1	1.5	2.4	-3.3	2.2	11.0	-5.4	1.5
SUMO1-SIM PPI	-3.3	-16.9	0.4	8.1	6.7	0.7	-0.3	-7.2
CSN inh	-4.1	-1.3	7.1	1.9	-3.7	3.5	0.9	5.2
DNMT1 block	5.5	5.8	-0.1	1.0	-13.8	1.2	-3.1	-2.3
Rpn11 inh	i	i	i	i	i	i	i	i
TbMetRS inhib	-0.5	-0.5	-0.3	2.3	-0.1	-0.4	-1.2	-0.3

3 compounds already listed, arranged by their value in CSN inh, high to low:
cpd	canonical_smiles	CSN inh
36	Cn1c(SCC(=O)c2ccc(F)cc2)nnc1-c1cccnc1	3.5
21	COc1ccc(-c2cc(C(F)(F)F)n3ncc(C(=O)O)c3n2)cc1OC	3.0
11	CC(=O)Nc1ccc(S(=O)(=O)N(CC(=O)NCC2CCCO2)Cc2ccccc2Cl)cc1 (stereo not given)	1.9
